SRC3 inh = human NCOA3 inhibition. Q9Y6Q9. HEK293 GAL4-SRC3 luciferase reporter, luminescence. inhibition, % at 3.6 µM. 360,000 tested, 0.17% active. AID 588352;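 active = inhibition above a per-campaign cutoff, the mean of all compounds plus 3 SD, cut at about 60% in these data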;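 note: 0% = DMSO-treated cells and 100% = gossypol-treated cells at 36 µM; higher means less SRC3-driven luciferase light from the GAL4 reporter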
KKLEB tox = CF airway cell cytotoxicity counter-screen; KKLEB CF airway cells viability, ATPlite luminescence, overnight; stronger effect = lower value; cells stimulated with P. aeruginosa culture filtrate; activity change (cytotoxicity), % at 5 µM; 360,000 tested, 0.36% active; AID 602141;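 active = corrected activity change at or below -50% at 5 µM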
CF NFkB block = inhibitors of cystic fibrosis induced NF-kB; inhibition, % at 5 µM; 360,000 tested, 0.86% active; AID 588850; KKLEB NF-kB-GFP reporter, PAF-induced, GFP fluorescence overnight;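 active = at least 50% inhibition at 5 µM, scaled per plate between neutral and stimulator controls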;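 note: PAF is a Pseudomonas aeruginosa culture filtrate used as stimulus; plate controls were PAF-stimulated DMSO wells for no effect and unstimulated DMSO wells for full effect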
Shn3 3UTR inh = inhibitors of Schnurri-3 3'UTR reporter in osteoblasts; Clone20 osteoblast Shn3 3'UTR firefly luciferase, 24 h; inhibition, % at 12.5 µM; 360,000 tested, 0.52% active; AID 588674;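 active = mean inhibition of at least 75% with every replicate also reaching 75%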;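 note: 0% = median of neutral control wells and 100% = pilot-screen positive control compound; some compounds past the cut are filed as inactive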
COUP-TFII inh = blocks human COUP-TFII nuclear receptor. 370,000 tested, 0.7% active. HEK293T NGFI-A luciferase reporter, luminescence. inhibition, % at 8.6 µM. P24468. AID 686940;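 active = inhibition above a per-plate cutoff, mean inhibition of test wells between control levels plus 3 SD, cut at about 38% in these data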;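 note: cells cotransfected with COUP-TFII expression vector driving the NGFI-A reporter; 0% = median of COUP-TF2 test wells and 100% = reporter-only cells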
Target sequence (P24468 whole entry, looked up): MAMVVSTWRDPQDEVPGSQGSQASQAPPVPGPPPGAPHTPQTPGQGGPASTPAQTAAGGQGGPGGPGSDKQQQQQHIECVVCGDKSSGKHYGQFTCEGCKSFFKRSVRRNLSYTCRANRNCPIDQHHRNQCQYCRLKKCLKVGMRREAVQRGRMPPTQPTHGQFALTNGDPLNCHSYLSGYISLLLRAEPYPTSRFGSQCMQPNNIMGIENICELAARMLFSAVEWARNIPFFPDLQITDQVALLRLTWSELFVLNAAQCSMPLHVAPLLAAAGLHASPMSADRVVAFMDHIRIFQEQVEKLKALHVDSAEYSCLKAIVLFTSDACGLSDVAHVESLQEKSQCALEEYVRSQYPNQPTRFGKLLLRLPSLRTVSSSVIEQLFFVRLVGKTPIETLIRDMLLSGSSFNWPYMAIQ
TROY NFkB inh = TROY signaling inhibition. Q293 LMP1-TROYcd NF-kB luciferase reporter, 4 h. inhibition, % at 10 µM. 360,000 tested, 0.98% active. AID 1347056;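 active = compounds whose plate-normalised and pattern-corrected inhibition of the luciferase reporter signal at the single screening dose is 50% or more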
NR5A2 inv ag = suppresses constitutive activity of human LRH-1; O00482; HEK293T StAR-luciferase reporter, LRH-1 transfected, 24 h; 360,000 tested, 0.13% active; inhibition, % at 3.6 µM; AID 602396;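 active = inhibition above the mean inhibition of all tested compounds plus 3 SD, cut at about 73% in these data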;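 note: 0% = DMSO wells and 100% = reporter-only cells lacking LRH-1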
Target sequence (O00482 whole entry, looked up): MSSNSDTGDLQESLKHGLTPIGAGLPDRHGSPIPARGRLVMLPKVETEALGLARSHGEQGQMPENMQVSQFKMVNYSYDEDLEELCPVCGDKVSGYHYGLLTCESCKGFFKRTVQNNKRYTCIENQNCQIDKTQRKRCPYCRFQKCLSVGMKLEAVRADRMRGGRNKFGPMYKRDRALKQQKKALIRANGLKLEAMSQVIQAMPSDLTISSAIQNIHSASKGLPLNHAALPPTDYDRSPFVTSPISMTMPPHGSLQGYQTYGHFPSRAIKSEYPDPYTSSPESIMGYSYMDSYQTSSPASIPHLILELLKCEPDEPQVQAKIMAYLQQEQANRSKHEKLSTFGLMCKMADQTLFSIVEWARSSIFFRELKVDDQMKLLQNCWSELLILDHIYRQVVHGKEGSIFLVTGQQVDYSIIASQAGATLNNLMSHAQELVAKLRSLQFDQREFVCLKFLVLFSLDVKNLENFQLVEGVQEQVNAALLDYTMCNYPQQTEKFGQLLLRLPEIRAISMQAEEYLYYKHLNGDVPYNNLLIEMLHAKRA
NCOA1 inh = inhibits human SRC1 coactivator; inhibition, % at 3.6 µM; AID 588354; Q15788; 360,000 tested, 0.12% active; HEK293 GAL4-SRC1 luciferase reporter, luminescence;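 active = inhibition above the campaign mean plus 3 SD, with each screening campaign given its own cutoff, cut at about 60% in these data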;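 note: 0% = DMSO treated cells and 100% = gossypol at 36 µM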
TWEAK-Fn14 inh = TWEAK-Fn14 signaling inhibition. 360,000 tested, 2% active. AID 1159606. TWEAK-stimulated Fn14 reporter cells, luciferase luminescence, 8 h. inhibition, % at 10 µM; in the data active = inhibition above about 50%
LMP1 NFkB inh = reduces LMP1-driven NF-kappaB luciferase signal | LMP1-induced NF-kappaB luciferase reporter cells, luminescence | inhibition, % at 12.5 µM | 350,000 tested, 0.69% active | AID 504558; in the data active = inhibition above about 41%;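 note: 0% = neutral control wells and 100% = reference inhibitor control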
TRAIL sens C8 = sensitizes caspase-8 expressing cells to TRAIL; 360,000 tested, 1% active; NB7+C8 cells + TRAIL, ATPlite viability luminescence; inhibition (viability loss, TRAIL sensitization), % at 10 µM;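 active = compounds causing at least 50% loss of cell viability in the single-dose screen, relative to plate controls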
* marks the source's active call; other numbers are inactive results; / = not tested or not shown. Only part of the results is shown. The share of hits here may be higher or lower than overall.

SMILES | SRC3 inh | KKLEB tox | CF NFkB block | Shn3 3UTR inh | COUP-TFII inh | TROY NFkB inh | NR5A2 inv ag | NCOA1 inh | TWEAK-Fn14 inh | LMP1 NFkB inh | TRAIL sens C8
CC(=O)N1c2ccc(S(=O)(=O)N(C)CC(=O)Nc3ccccc3C)cc2CC1C (stereo not drawn) | 18 | 10 | 5 | 1 | -5 | 1 | 18 | 9 | -2 | -2 | 14
CC(=O)c1ccc(NC(=O)CSc2nccn2CCc2ccccc2)cc1 | -35 | -4 | 6 | -56 | -27 | -49 | -8 | -58 | -4 | -22 | -2
CCCCCCN1Cc2ccccc2C1 | -11 | -16 | 8 | -6 | -14 | -7 | -21 | -11 | 0 | 9 | -15
O=C(Nc1cccc(F)c1)c1ccc(S(=O)(=O)N2CCCCC2)cc1 | -11 | -6 | -18 | 2 | 2 | -20 | -50 | -2 | 5 | -10 | -7
CCn1ccnc1CN(C)Cc1nc(-c2ccc(C(=O)OC)cc2)no1 | 2 | 3 | -8 | 21 | -2 | 2 | 18 | -1 | 4 | -1 | -2
CC(C)OC(=O)/C(=C\c1ccccc1)NC(=O)c1ccccc1 | 10 | 6 | -12 | 63 | 8 | 3 | 11 | -25 | 7 | -2 | -2
CC1CCCN(c2nc3c(c(=O)[nH]c(=O)n3C)n2CCCc2ccccc2)C1 (stereo not drawn) | 7 | -14 | 23 | -1 | -9 | -5 | 0 | 19 | -12 | 3 | -4
O=C(N/N=C/c1cccc([N+](=O)[O-])c1)c1ccncc1 | -2 | -13 | 18 | 2 | 3 | 2 | -1 | -22 | -25 | 1 | -15
CCN(CC)c1ccc(/C=C2/C(=O)ON=C2C)cc1 | -5 | -10 | -10 | 20 | -4 | -71 | 19 | -26 | -6 | 14 | -6
OC(Cc1ccccc1)c1ncc(-c2ccc(Cl)cc2)[nH]1 (stereo not drawn) | -18 | -16 | 24 | -19 | -19 | -17 | -17 | -8 | -11 | / | 24
O=C(CSc1nc2c(c(=O)[nH]1)CCCC2)Nc1ccc(Cl)cc1F | 2 | -18 | -13 | 9 | -5 | 11 | 1 | -11 | -5 | 0 | 16
O=c1[nH]c(-c2ccccc2)cs1 | 8 | -2 | -7 | 15 | 4 | 8 | -7 | -15 | -3 | -8 | 12
CC(C(=O)NC1CCCC1)N1CCN(S(=O)(=O)c2ccccc2Cl)CC1 (stereo not drawn) | 9 | 4 | -5 | 11 | -11 | -14 | -1 | 3 | 10 | -2 | 8
CCOC(=O)CNC1CC(=O)N(c2ccc(Br)cc2)C1=O (stereo not drawn) | -16 | -13 | 5 | 1 | -17 | -11 | 6 | -9 | 7 | 2 | 11
Cc1onc(-c2ccccc2)c1C(=O)OCC(=O)NC(C)c1ccc(Cl)cc1 (stereo not drawn) | 9 | -35 | -3 | 9 | 10 | 2 | -15 | 4 | -15 | -14 | -7
COc1ccc(NC(=O)C2(C)Cc3c(-c4ccccc4)ccnc3O2)cn1 (stereo not drawn) | 8 | -9 | 6 | 2 | 10 | 14 | -26 | -7 | 21 | / | 11
COCCN(C(=O)Nc1ccccc1)c1ccccc1C | 4 | -9 | 10 | -72 | 8 | -5 | 2 | -10 | 1 | 12 | -1
O=C(NCc1cccs1)c1noc2c1CCCC2 | -34 | 10 | -2 | -8 | 4 | -31 | -25 | -30 | -10 | -6 | -15
COC(=O)c1nc(NC(=S)NC(=O)c2cccs2)sc1C | -27 | -18 | 20 | -13 | -18 | 2 | -9 | -6 | -3 | -17 | 50*
CC1CCCCC1NC(=O)CCCCn1c(=O)[nH]c2ccsc2c1=O (stereo not drawn) | 10 | -4 | -5 | 3 | -5 | 15 | 8 | 2 | 7 | -1 | -3
O=C(NCCc1c[nH]c2ccccc12)c1[nH]c(C(F)(F)F)nc1-c1ccccc1 | 1 | -2 | -4 | 27 | -6 | -4 | -1 | -1 | 12 | / | -6
COC(=O)CCC(=O)OC1(C)C(=O)C2=CN(c3ccc(OC)cc3)C(c3ccc(OC)cc3)=CC2=C(Br)C1=O (stereo not drawn) | 3 | 6 | -9 | 18 | / | -53 | 7 | -9 | -33 | 1 | 0
COc1cccc(N=Nc2ccc3ccccc3c2O)c1 | -63 | -30 | -18 | -81 | -16 | 58* | -52 | -106 | 75* | -10 | 57*
O=C(O)c1cccc(NC(=O)c2cn(-c3ccccc3)nc2-c2ccncc2)c1 | -5 | / | / | -71 | -6 | / | -6 | 14 | / | -2 | /
O=C(CNC(=O)c1cccs1)NCCc1ccco1 | 2 | 4 | -8 | 8 | -6 | -4 | 1 | -1 | -12 | 0 | -10
O=C(NCCCNC(=O)c1cccs1)c1cccs1 | 3 | 9 | 4 | 5 | 9 | -5 | 7 | -8 | -6 | -20 | 6
COc1ccc([N+](=O)[O-])cc1NC(=O)Cc1ccc(Cl)cc1 | 14 | -19 | 15 | 15 | -3 | 15 | 1 | 6 | -1 | 1 | -1
Cc1cccn2c(CN[C@H]3CCCCNC3=O)c(C(=O)N3CCOCC3)nc12 | 16 | 10 | -5 | -6 | 7 | -12 | 2 | 2 | 26 | 0 | -4
O=C(CCN1C(=O)/C(=C/c2ccccc2F)SC1=S)NC1C=CS(=O)(=O)C1 (stereo not drawn) | -17 | -6 | 12 | 0 | 14 | -23 | -27 | -6 | 37 | -21 | 6
COc1cc(CO)ccc1OCc1nnnn1-c1ccc(C)cc1 | 18 | -10 | -9 | 0 | -13 | -16 | 34 | -24 | -6 | 8 | -3
CC(=O)Nc1ccc(S(=O)(=O)N2CCN(S(=O)(=O)N3CCCCCC3)CC2)cc1 | 10 | 8 | -5 | / | 8 | 7 | -4 | -22 | -2 | 5 | 16
CC1CC(C)C(=O)C(C(CC2CC(=O)NC(=O)C2)OC(=O)CC(=O)c2ccccc2)C1 (stereo not drawn) | 85* | -14 | 66* | 64 | 71* | 40 | 98* | 80* | 51* | 52* | 9
Cc1cccc(C(C)C)c1NC(=O)Cc1ccc(S(=O)(=O)N2CCOCC2)s1 | -4 | 1 | -9 | -18 | -16 | 0 | 10 | -18 | -7 | 2 | -8
COc1ccc(-c2nnc3n2N=C(C)CS3)cc1 | 11 | -6 | 11 | -9 | -6 | 16 | 10 | 2 | -1 | -1 | -3
COc1ccccc1C(O)(C(=O)N(NC(C)=O)c1ccccc1)c1ccccc1OC | -11 | 0 | 11 | 4 | -9 | 0 | 13 | 5 | 1 | -2 | -9
COc1ccc(C(=O)NCc2cc(C(C)C)no2)cc1OC1CCN(C(C)C)CC1 | 26 | 11 | 3 | 4 | 0 | -1 | 20 | 3 | -6 | -4 | -9
CCN(CC)c1ncnc2c1ncn2[C@H]1CN(Cc2cccs2)C[C@@H](CO)O1 | -32 | -14 | 10 | -12 | -7 | -1 | -4 | -13 | -23 | / | 4
Cc1cc(C)c(S(=O)(=O)N2CCOCC2)cc1C | 13 | 2 | 5 | 3 | 10 | -5 | -7 | 0 | -1 | 8 | -1
COc1ccccc1-c1n[nH]nc1C1=CC(=O)CC(C)(C)C1 | 0 | 8 | -3 | 1 | -23 | 5 | -4 | 6 | 22 | -11 | -5
O=C(COC(=O)c1cccs1)NCc1cccs1 | -3 | 4 | 15 | 1 | 7 | -27 | 5 | 20 | -3 | -12 | 1

Pulled by compound from the entries so far, 2 records:
SMILES | SRC3 inh | KKLEB tox | CF NFkB block | Shn3 3UTR inh | COUP-TFII inh | TROY NFkB inh | NR5A2 inv ag | NCOA1 inh | TWEAK-Fn14 inh | LMP1 NFkB inh | TRAIL sens C8
COC(=O)CCC(=O)OC1(C)C(=O)C2=CN(c3ccc(OC)cc3)C(c3ccc(OC)cc3)=CC2=C(Br)C1=O (stereo not drawn) | 3 | 6 | -9 | 18 | / | -53 | 7 | -9 | -33 | 1 | 0
O=C(NCCc1c[nH]c2ccccc12)c1[nH]c(C(F)(F)F)nc1-c1ccccc1 | 1 | -2 | -4 | 27 | -6 | -4 | -1 | -1 | 12 | / | -6

More compounds:
SMILES | SRC3 inh | KKLEB tox | CF NFkB block | Shn3 3UTR inh | COUP-TFII inh | TROY NFkB inh | NR5A2 inv ag | NCOA1 inh | TWEAK-Fn14 inh | LMP1 NFkB inh | TRAIL sens C8
COCCNC(=O)c1cccc(OC2CCN(Cc3ccc(Cl)c(F)c3)CC2)c1 | 9 | 2 | -11 | -19 | 25 | 3 | 0 | 9 | 17 | 13 | 11
Cc1ccc(S(=O)(=O)N(c2ccc(Br)cc2)C2C=CS(=O)(=O)C2)cc1 (stereo not drawn) | 15 | -4 | -14 | 1 | 17 | 16 | 16 | 5 | 13 | 1 | -1
O=C(NC1CCCC1)C(c1cccnc1)N(CCc1ccccc1)C(=O)c1ccco1 (stereo not drawn) | 4 | 0 | -2 | -1 | 0 | 8 | 3 | -4 | -2 | 8 | 6
CCN(CC)c1nc2c3c(nc4c(c3c1C#N)CC(=O)N4c1ccc(Cl)cc1)NC(C)=N2 | 6 | 6 | -4 | -9 | 11 | -7 | 11 | 4 | 8 | -14 | -10
COc1ccc(/C=N/NC(=S)Nc2c(C)n(C)n(-c3ccccc3)c2=O)cc1OC | -4 | 23 | -27 | 12 | 0 | -6 | -2 | 9 | 9 | 1 | -7
CC(C)CN1CCC1(C)C(=O)Nc1cccc(C#N)c1 (stereo not drawn) | -18 | -8 | 8 | 24 | 10 | 2 | -8 | -15 | 0 | / | -7
COc1cc(C(=O)NCc2nc(C)cs2)ccc1OC1CCN(C(C)=O)CC1 | 8 | 5 | 5 | -10 | -1 | -13 | 12 | 15 | -5 | 6 | -3
N/C(=N\OC(=O)c1ccc(F)cc1)c1ccc(Br)cc1 | -14 | -9 | -33 | -71 | 4 | -50 | -9 | -18 | -14 | -32 | 48
CCN(Cc1cccs1)C(=O)CN1C(=O)NC(c2ccccc2)(c2ccccc2)C1=O | 6 | -1 | 3 | -13 | -8 | 16 | -2 | 6 | 2 | -2 | -1
O=C(Nc1c(C(=O)N2CCCCC2)cnn1-c1ccccc1)c1ccco1 | -2 | -2 | 4 | -9 | 3 | -18 | 13 | 9 | -12 | -1 | -8
CCN(CC)c1ccc(S(=O)(=O)N2CCOCC2)cc1NC(=O)CSc1n[nH]c(N)n1 | -1 | -5 | -9 | 4 | 9 | 0 | 1 | 14 | -21 | -3 | 2
CCCCC(c1nnnn1C(C)C)N1CCN(C(=O)c2ccco2)CC1 (stereo not drawn) | -4 | -2 | -5 | -24 | -2 | 13 | 21 | -9 | 14 | -4 | 16
CN(CCc1ccccn1)c1ccccc1 | -39 | -4 | 3 | -27 | -12 | -17 | -20 | -44 | 0 | -14 | -13
CCN(CC)C(=O)c1sc(NC(=O)c2ccc3c(c2)OCO3)c(C(N)=O)c1C | -64 | -3 | 13 | -79 | -44 | -45 | -59 | -73 | -17 | -22 | 6
O=C(c1cccn2c(=O)c3cc(Br)ccc3nc12)N1CCN(c2ccccn2)CC1 | 3 | -10 | 3 | 1 | 1 | 9 | 6 | -4 | 4 | -32 | -11
CN1CCCC1CCNc1ccc2sc3ccccc3c(=O)c2c1 (stereo not drawn) | -73 | -8 | -36 | -40 | -55 | 39 | -77 | -69 | 27 | -6 | 11
O=C1CN(C(=S)NC(=O)c2ccc(-c3ccccc3)cc2)CCN1 | -7 | -13 | 11 | -23 | -45 | -39 | -36 | -22 | -26 | -20 | 6

Source: PubChem
